# MEKK3 PB1 HTS: modulators (inhibitors or enhancers) of MEK5 binding to human MEKK3 PB1 domain; Q99759; bead-based flow cytometry, Alexa488-MEK5 binding to MEKK3; actives lie on both sides; 0 = blocked by unlabeled MEK5, 100 = vehicle; binding response (% of control), % at 10 µM; 1.4% of 290,000 active; AID 1529;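 active = binding response more than 3 SD above or below the average of its plate-row segment, actives on both sides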;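 note: Alexa488 bead fluorescence after subtracting the streptavidin-only scavenger bead signal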
# Target sequence (Q99759 whole entry, looked up, the tested form may be a part): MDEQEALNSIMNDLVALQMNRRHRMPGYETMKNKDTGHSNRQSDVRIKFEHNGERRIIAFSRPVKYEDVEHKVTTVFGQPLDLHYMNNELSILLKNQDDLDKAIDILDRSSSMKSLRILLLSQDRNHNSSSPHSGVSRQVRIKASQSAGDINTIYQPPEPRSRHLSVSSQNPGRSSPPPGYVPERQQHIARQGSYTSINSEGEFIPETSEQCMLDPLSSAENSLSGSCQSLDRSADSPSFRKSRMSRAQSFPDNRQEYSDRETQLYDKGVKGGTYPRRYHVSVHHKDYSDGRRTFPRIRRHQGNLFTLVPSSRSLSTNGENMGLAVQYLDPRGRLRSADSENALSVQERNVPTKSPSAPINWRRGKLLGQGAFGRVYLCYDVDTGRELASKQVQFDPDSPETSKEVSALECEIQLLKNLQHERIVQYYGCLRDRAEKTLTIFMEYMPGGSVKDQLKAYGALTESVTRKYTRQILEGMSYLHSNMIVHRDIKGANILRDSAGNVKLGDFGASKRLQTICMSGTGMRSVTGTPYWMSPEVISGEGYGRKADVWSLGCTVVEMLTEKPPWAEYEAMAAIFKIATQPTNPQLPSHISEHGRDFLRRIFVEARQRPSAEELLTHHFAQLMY
# IDE act: activators of human insulin-degrading enzyme in cells; P14735; HEK cells, FAbeta-B cleavage, fluorescence polarization; 0% vehicle, 100% cell-free pure enzyme wells; activation, % at 5.96 µM; 0.073% of 340,000 active; AID 493087;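 active = activation above the mean of all tested compounds plus 3 SD, set per screening campaign, cut at about 17% in these data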
# PHOSPHO1 inh: PHOSPHO1 (human) inhibition | Q8TCT1 | recombinant PHOSPHO1, absorbance phosphatase assay | inhibition, % at 13.3 µM | 1.1% of 290,000 active | AID 1565; in the data active = inhibition above about 60%
# Target sequence (Q8TCT1 whole entry, looked up): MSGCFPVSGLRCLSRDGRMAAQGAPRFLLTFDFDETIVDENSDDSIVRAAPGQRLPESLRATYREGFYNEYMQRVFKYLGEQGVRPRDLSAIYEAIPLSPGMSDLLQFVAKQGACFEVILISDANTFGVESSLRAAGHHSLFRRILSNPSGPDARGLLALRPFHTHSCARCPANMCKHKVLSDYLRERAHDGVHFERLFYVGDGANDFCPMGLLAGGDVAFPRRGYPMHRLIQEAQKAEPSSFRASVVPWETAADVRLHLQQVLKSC
# SUMO HTRF inh: blocks human SUMOylation mediated by UBC9 | P63279 | HTRF SUMOylation assay, SAE1/SAE2 + UBC9, in vitro | inhibition, % at 35 µM | 0.36% of 290,000 active; in the data active = inhibition above about 50%, passing the limit was not always enough; note: strong numbers were not always called active
# Target sequence (P63279 whole entry, looked up): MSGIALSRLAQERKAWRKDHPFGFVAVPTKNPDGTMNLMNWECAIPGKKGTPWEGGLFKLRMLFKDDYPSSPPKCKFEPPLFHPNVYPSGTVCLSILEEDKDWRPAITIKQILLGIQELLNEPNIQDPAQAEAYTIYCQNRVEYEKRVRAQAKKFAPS
# NS3 helicase inh: inhibitors of Hepatitis C virus NS3 helicase | NS3 helicase DNA unwinding, Cy5 molecular beacon fluorescence | inhibition, % at 10.9 µM | 0.56% of 290,000 active;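 active = inhibition above the mean of all tested compounds plus 3 SD, set per campaign, cut at about 35% in these data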;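 note: 0% = DMSO wells and 100% = thioflavine S control wells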
#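 Assay system – hepatitis C virus NS3 helicase domain fragment enzyme · Buffer or medium – MOPS pH 6.5, MgCl2, DTT, Tween20, BSA · Reagent – Cy5/quencher beacon DNA duplex and ATP to start · Compound – single 10.9 µM dose · Timing – 1 h at 25 °C · Technique – Cy5 beacon fluorescence read at start and 1 h · Measure – % inhibition of unwinding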
# IMP-1 inh: inhibitors of Pseudomonas aeruginosa IMP-1 metallo-beta-lactamase; purified IMP-1, nitrocefin hydrolysis, epi-absorbance fluorescence; inhibition, % at 5.6 µM; 0.45% of 290,000 active;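 active = inhibition above the mean plus 3 SD of all compounds in the same screening run, cut at about 4.5% in these data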;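 note: 0% = IMP-1 with DMSO and 100% = DMSO wells lacking enzyme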
#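 System – purified recombinant IMP-1 beta-lactamase · Input – IMP-1 dispensed at 0.2 nM · Timing – 15 min preincubation plus 25 min reaction at 25 °C · Signal – Epi-absorbance fluorescence, 480 nm excitation, 530 nm emission · Measure – percent IMP-1 inhibition derived from blank-referenced optical density · Controls – Enzyme-plus-DMSO low control, enzyme-free DMSO high control · Replication – singlicate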
# FID counter: fluorescent intercalator displacement, NS3 helicase counter-screen; 0.17% of 290,000 active; DNA fluorescent intercalator displacement, fluorescence; inhibition, % at 7.9 µM; AID 1845; in the data active = inhibition above about 37%;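 note: 0% = vehicle and 100% = reference compound; higher means more ethidium bromide displaced from hairpin DNA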
# VIM-2 inhibitor: inhibitors of Pseudomonas aeruginosa VIM-2 metallo-beta-lactamase. inhibition, % at 5.6 µM. purified VIM-2, nitrocefin hydrolysis, epi-absorbance fluorescence. 0.89% of 290,000 active;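 active = inhibition above the mean of all tested compounds plus 3 SD, cutoff set per screening run, cut at about 7.5% in these data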;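 note: red hydrolysis product quenches plate fluorescence so inhibitors raise well fluorescence; 0% = enzyme with DMSO and 100% = DMSO without enzyme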
# pCIP destab: p/CIP protein destabilization | 0.01% of 290,000 active | F442A p/CIP-EGFP cells, EGFP fluorescence, 16 h | Q05BA5 | decrease of EGFP signal, % at 10 µM | AID 1984;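 active = EGFP signal decrease of at least 30% at 10 µM or well 3 SD below plate mean, unless failing retest; inactive = the rest, including hits failing retest or dose response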; note: some compounds called inactive have numbers as strong as hits; many of its hits are not listed in these tables
# * marks the source's active call; other numbers are inactive results; / = not tested or not shown; [ ] = dose if it differs, or a comment. Not all compounds are listed; the hit share may differ from the screen's.
SMILES,MEKK3 PB1 HTS,IDE act,PHOSPHO1 inh,SUMO HTRF inh,NS3 helicase inh,IMP-1 inh,FID counter,VIM-2 inhibitor,pCIP destab
O=c1ccc(/C=C/c2ccccc2)nn1Cc1ccccc1Cl,101,7,-6,5,-11,-3.7,-27,-6.0,-2
CCCNC(=O)C1CCN(c2ccc(S(=O)(=O)N3CCOCC3)cc2Cl)CC1,90,2,-1,6,-2,-0.8,-20,-1.9,-28
Cc1sc2ncn(CC(=O)NCCCC(=O)N3CCN(c4ncccn4)CC3)c(=O)c2c1C,95,1,46,7,17,-0.3,-15,0.7,-6
C=CCn1c(SCc2c(C)noc2C)nc2sc3c(c2c1=O)CCCC3,99,5,9,11,9,-3.2,-1,-2.9,-10
CSc1ccccc1NC(=S)N/N=C/c1cccn1Cc1cccc(C)c1,104,2,-10,-18,-13,-3.3,-9,-3.0,-7
CCOC(=O)c1sc2nc(C)[nH]c(=S)c2c1C,89,-2,36,6,2,-1.9,-8,-1.7,-8
CCOc1ccc(NC(=O)CN2CCN(c3ccc(F)cc3)CC2)cc1,93,-1,34,12,4,-4.4,-28,-2.9,0
CCOC(=O)c1sc(NC(=O)C2CC(=O)N(c3ccc(C)cc3)C2)nc1C (stereo not given),102,5,23,-1,8,-2.3,-27,-3.2,-7
Cc1c(C)n(Cc2ccccc2)c2ncnc(Cl)c12,103,7,50,-11,0,-1.8,-30,-0.6,-15
Nc1cc(=O)[nH]c(SCc2cccc(Cl)c2)n1,104,-6,-18,5,4,-1.0,-2,-2.9,-5
CSc1nc(Cl)cc(Nc2ccc(O)cc2)n1,103,5,48,5,-3,-0.5,0,5.9,5
Cc1sc2ncn(CC(=O)NCC(=O)N(C)Cc3ccccc3)c(=O)c2c1C,92,-3,-5,-2,2,-1.8,-7,-3.5,1

# Compound profiles, as listed above. Screens in order: MEKK3 PB1 HTS	IDE act	PHOSPHO1 inh	SUMO HTRF inh	NS3 helicase inh	IMP-1 inh	FID counter	VIM-2 inhibitor	pCIP destab
# Nc1cc(=O)[nH]c(SCc2cccc(Cl)c2)n1 reads 104	-6	-18	5	4	-1.0	-2	-2.9	-5
# CCOC(=O)c1sc(NC(=O)C2CC(=O)N(c3ccc(C)cc3)C2)nc1C (stereo not given) reads 102	5	23	-1	8	-2.3	-27	-3.2	-7
# CCOc1ccc(NC(=O)CN2CCN(c3ccc(F)cc3)CC2)cc1 reads 93	-1	34	12	4	-4.4	-28	-2.9	0
# CSc1ccccc1NC(=S)N/N=C/c1cccn1Cc1cccc(C)c1 reads 104	2	-10	-18	-13	-3.3	-9	-3.0	-7

# (more compounds)
SMILES,MEKK3 PB1 HTS,IDE act,PHOSPHO1 inh,SUMO HTRF inh,NS3 helicase inh,IMP-1 inh,FID counter,VIM-2 inhibitor,pCIP destab
COc1ccc(NC(C)=O)cc1CNC(=O)COc1ccccc1C(=O)Nc1cccc(C)c1C,107,5,19,3,1,-2.0,-39,-3.1,-1
CC(C)OC(=O)CSc1nc(C(C)C)nc2ccccc12,107,2,3,10,0,-2.4,-17,-1.3,-14
COc1ccc(N/C=C(\[N+](=O)[O-])S(=O)(=O)c2ccccc2)cc1,100,6,/,-1,8,1.0,-2,-0.2,1
CCCNC(=O)c1ccccc1NC(=O)C1COc2ccccc2O1 (stereo not given),95,1,14,15,-6,2.8,-12,-1.6,-11
O=C(Cc1ccccc1)c1c[nH]c(C(=O)O)c1,101,-2,24,13,2,-2.8,1,-2.5,2
Nc1nc(-c2cccnc2)nn1C(=O)c1ccc(Cl)cc1,96,2,15,4,3,-2.8,1,-2.4,0
O=C(CSc1n[nH]c(-c2ccccc2)n1)N1CCOCC1,103,3,39,-3,8,-2.4,-3,-3.9,-2
O=C(Cc1c(C(=O)O)[nH]c2ccc(Cl)cc12)Nc1ccc2c(c1)OCCO2,106,7,16,7,-20,-2.9,-21,0.8,-8
O=S(=O)(c1ccc(F)cc1)N1CCN(S(=O)(=O)c2cc(F)ccc2F)CC1,108,3,8,14,7,-3.0,-2,-1.9,-7
CC(=O)Oc1ccc(/C=C2\C=C(c3ccc(C)cc3)OC2=O)cc1,103,5,20,-6,3,2.5,-5,-0.9,-4
O=C(NCc1ccccc1)NC1(C(=O)Nc2ccc3c(c2)OCCO3)CCCCC1,99,3,-8,10,-4,-3.2,-4,-1.7,-16
CCOC(=O)c1c(NC(=O)C2(C)Cc3ccccc3C(=O)O2)sc2c1CCCC2 (stereo not given),94,-2,-17,9,-4,-0.9,-18,-0.1,-4
Cc1ccc(C(=O)Oc2ccccc2N2CCOCC2)cc1,102,0,32,-3,3,-1.8,-16,-1.8,-7
FC(F)Oc1ccc(/C=N/n2c(Cc3ccc(Br)cc3)n[nH]c2=S)cc1,98,2,31,-9,6,-2.2,-38,-5.5,-17
Cc1ccc(-c2noc(CSc3nnc(Cc4cccs4)n3-c3ccccc3)n2)cc1,95,6,10,-2,-3,-3.1,-27,-4.3,-12
S=C(Nc1cccc2ccccc12)NC1CCCCC1,97,3,-70,-5,6,-4.3,-8,-6.0,0
COCC(C)Nc1ccc(S(=O)(=O)N2CCCC2)cc1[N+](=O)[O-] (stereo not given),104,-2,-1,-2,-1,-3.2,0,-1.9,8
CCCCc1ccc(C(=O)NC(C(=O)O)C(C)C)cc1 (stereo not given),70,4,-3,-6,7,-2.3,-20,-1.3,5
Cc1ccc(N(C(C)C(=O)O)S(=O)(=O)c2c(C)[nH]c(=O)[nH]c2=O)cc1 (stereo not given),101,5,-5,10,/,/,/,/,3
COC(=O)c1sccc1S(=O)(=O)Nc1ccc(Cl)cc1,102,2,-5,3,-6,-3.1,-5,-3.4,-8
Cc1ccc(O)c(C2=NCCNC(C(F)(F)C(F)F)=C2)c1,102,3,-2,5,-1,-3.8,3,-4.4,-2
Cc1cc(C)n(-c2nc3c(c(=O)[nH]c(=O)n3C)n2CCc2ccccc2)n1,112,2,-32,18,1,-0.6,-23,-1.1,8
CCO[C@H]1OC(C(=O)N2CCOCC2)=C[C@@H](c2cn(C(C)=O)c3ccccc23)[C@@H]1CCCO,98,0,-4,13,4,-0.6,-29,-0.6,17
Cc1cc2cc(CN(CCCN3CCOCC3)C(=O)NC3CCCCC3)c(=O)[nH]c2cc1C,80,1,-1,-4,-14,-4.8,5,-3.2,2
O=C(CSc1ccc2ccccc2n1)N/N=C/c1ccc(O)cc1,106,3,20,-4,-7,-2.5,-14,-1.5,-5
O=C(Nc1nc(-c2ccc(-c3ccccc3)cc2)cs1)C1=COCCO1,99,0,-2,44,4,1.2,3,-4.0,3
CC(C)c1ccccc1OCC(=O)NN1C(=O)c2ccccc2C1=O,116,-1,35,22,-5,-3.4,-5,-4.1,-4
O=C(CN1CCN(C2CCCCC2)CC1)Nc1ccccc1N1CCCCC1,104,-3,14,9,-13,-2.0,9,-3.1,7
Cc1nn(-c2ccccc2)c(C)c1C(=O)OCC(N)=O,122,0,-4,9,-7,-2.5,-3,-0.6,1
COC(=O)c1ccc(C(=O)OC)c(NC(=S)N2CCCCC2)c1,109,3,50,-20,-4,-2.8,-8,-1.8,8
COc1ccccc1CNc1ncc(-c2ccccc2)n1C,105,3,29,0,1,-1.8,2,1.5,-4
CCCCC(=O)N(CCOC)c1nnc(-c2ccccc2C)s1,99,-4,20,-4,-3,-1.1,-24,-2.6,-12
CS(=O)(=O)N1CCC(C(=O)Nc2ccc(Cl)cc2)CC1,101,2,10,-10,32,-0.3,-13,0.7,12
COc1ccc2[nH]c(C)c(CCNC(=S)Nc3cccc(C)c3)c2c1,1.0*[inhibitor],4,4,-14,5,0.1,-4,-1.7,0
CCc1ccc(NC(=O)c2cc(C)on2)cc1,99,5,-14,18,-2,-3.9,-1,-3.2,-8
O=C(CSc1ccc(F)cc1)NC12CC3CC(CC(C3)C1)C2,75,4,-5,-4,2,-1.8,-9,0.2,3
CCc1cccc(OC2OC(CO)C(O)C(O)C2NC(C)=O)c1 (stereo not given),113,2,27,8,4,-0.8,21,1.6,0
COc1cccc(OCC(O)CN2CC(C)CC(C)C2)c1 (stereo not given),103,3,-5,9,-9,-0.8,4,-3.2,-33
O=C(Cn1ccc2ccccc2c1=O)NCCC(=O)Nc1ccc(F)cc1F,104,1,-4,-9,16,-2.1,-9,-1.5,0
COc1ccc(O)c(-c2[nH]ncc2C(=O)c2ccccc2)c1,85,1,-4,0,-11,-2.6,-5,-4.2,-11
COC(=O)c1cccc(NC(=O)C(C)N2C(=O)c3ccccc3C2=O)c1 (stereo not given),94,-1,1,23,1,-0.2,0,-1.9,-9
CCCc1nc2sc3ccccc3c(=O)c2c(=O)n1CCOC,/,/,20,-11,4,-2.2,-7,-0.9,-7
CCC1CCCCN1C(=O)CCc1nnc(Cc2cc(OC)ccc2OC)o1 (stereo not given),92,-7,36,15,27,1.7,-39,1.2,-2
COCCC(=O)N1CCC(Oc2ccc(C(=O)N3CCCC(COC)C3)cc2)CC1 (stereo not given),98,7,/,-5,1,-1.7,-27,-3.4,5
CCn1nc(C)c(CNC(=O)c2ccc(OC3CCN(Cc4ccccn4)CC3)cc2)c1C,102,5,12,12,6,-0.6,-15,-2.1,-15
Cc1ccc(CSc2nc3ccccc3c(=O)n2CCCC(=O)NCc2ccco2)cc1,99,5,-5,20,-1,-0.1,0,-1.6,-4
Cc1cc(C)cc(OCC(=O)NCC2CCCO2)c1 (stereo not given),109,5,40,13,0,-2.0,-7,0.0,-6
CN(CCc1ccccn1)C(=O)CCC1CCCN(C(=O)c2ccccn2)C1 (stereo not given),111,7,48,4,-2,-3.2,-7,-3.5,-3
O=C(CSc1ccc(C(F)(F)F)cc1[N+](=O)[O-])Nc1ccccc1,101,-1,50,-3,4,-0.3,7,-5.5,-14
O=C(Oc1ccccc1C(=O)Nc1ccccc1)c1ccccc1Br,104,7,-3,-3,-7,-0.3,-14,-4.7,-3
COc1ccc2cc(CN(CC3CCCO3)S(=O)(=O)c3ccccc3)c(=O)[nH]c2c1 (stereo not given),97,0,3,0,5,-3.8,-15,-0.9,-2
Cc1ccc(C(c2nnnn2CS(=O)(=O)c2ccc(C)cc2)N2CCC(C)CC2)cc1 (stereo not given),99,6,21,14,-6,-2.9,-1,-2.7,3
CC1Cc2ccccc2C(CCc2ccccc2)=N1 (stereo not given),98,1,7,0,-3,-2.3,0,-1.1,1
CS(=O)(=O)N1CCC(C(=O)O)CC1,90,7,-9,27,-3,0.8,-1,-1.0,-8
CC(=O)Nc1ccc(NC(=O)C(OC(=O)c2ccccc2)C(OC(=O)c2ccccc2)C(=O)O)cc1 (stereo not given),100,3,24,-5,-4,0.0,-18,-3.0,-3
C=CCOc1ccc(/C=N/NC(=O)C(C)Sc2ccccn2)cc1OC (stereo not given),109,-1,-1,28,-1,-1.5,-20,-2.1,-10
CCCn1c(O)c(N=Nc2ccc3ccccc3n2)c2ccccc21,105,-1,11,2,2,-0.6,0,-0.8,2

# High-throughput results deposited in PubChem BioAssay by several laboratories.
